Compound activity (PubChem BioAssay)
Rin1 Abl inh: inhibitors of Rin1-Abl protein binding, primary screen, biochemical, TR-FRET; Tyrosine-protein kinase ABL1 (Homo sapiens) + Ras and Rab interactor 1 (Homo sapiens), …; inhibition, % at 7.35 µM; actives 0.4% (n = 360,000); in the data active = inhibition above about 5%, passing the limit was not always enough
bovine MsrA act: bovine MsrA enzyme activators, primary screen, biochemical, absorbance, HTS; Methionine sulfoxide reductase A (Bos taurus); purified bovine MsrA, absorbance read-out; activation, % at 10.6 µM; actives 0.3% (n = 360,000); AID 602163, 2012; in the data active = activation above about 7.5%;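 also: 0% = vehicle and 100% = reference activator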
FAS TE block: FAS thioesterase domain inhibitors, primary screen, biochemical, fluorescence intensity, uHTS. recombinant FAS-TE, OMFH fluorogenic substrate, fluorescence endpoint. inhibition, % at 15 µM. actives 0.67% (n = 360,000);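 active = compounds whose normalised, plate-corrected inhibition of enzyme fluorescence in the single-dose primary screen is 50% or more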;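 also: 0% = DMSO with enzyme and 100% = substrate without enzyme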
MsrA inhibitor: bovine MsrA enzyme inhibitors, primary screen, biochemical, absorbance, HTS; AID 651718, 2012; Methionine sulfoxide reductase A (Bos taurus); inhibition, % at 15.5 µM; actives 0.75% (n = 360,000); purified bovine MsrA, absorbance read-out; in the data active = inhibition above about 4.5%;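 also: 0% = vehicle wells with enzyme and 100% = reference inhibitor wells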
CSN deneddyl inh: inhibitors of CSN-mediated cullin deneddylation, primary screen, biochemical, fluorescence polarization, uHTS; inhibition, % at 12.5 µM; COP9 signalosome complex subunit 5 (Homo sapiens), Q92905; Purified CSN, SCF-Nedd8-OG deneddylation; actives 0.38% (n = 360,000);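 active = pattern-corrected inhibition above about 35%, with an unprinted fluorescence ratio check between 0.5 and 1.5, limit read from the data, passing the limit was not always enough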;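 also: 0% = enzyme with substrate and 100% = substrate without enzyme; some results filed as inactive read as strong as hits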
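Assay system: Purified human Csn5 enzyme expressed in HEK293T cells | Amount: Enzyme 0.24 nM | Measured by: Fluorescence polarization readout | Medium: Tris/NaCl/DTT buffer, pH 7.5 | Compound dosing: One concentration, 12.5 µM, 0.25% DMSO | Times: 90 min incubation of compound, enzyme and substrate at room temperature | Control set: no-enzyme wells high, enzyme-with-substrate wells low | Read-out: % inhibition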
MLLE-PAM2 inh: inhibitors of PABP1 MLLE–PAM2 peptide binding, primary screen, biochemical, fluorescence polarization, FITC-PAM2, GST-MLLE. Polyadenylate-binding protein 1 (Homo sapiens), P11940. actives 0.36% (n = 360,000). inhibition, % at 20 µM; in the data active = inhibition above about 35%, passing the limit was not always enough;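 also: plate controls were DMSO wells with GST-MLLE for no effect and wells lacking GST-MLLE protein for full effect; some results filed as inactive read as strong as hits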
E coli Lon inh: inhibitors of E. coli Lon protease, primary screen, biochemical, fluorescence polarization | P0A9M0 | purified E. coli Lon protease | inhibition, % at 7.94 µM | actives 0.42% (n = 360,000); in the data active = inhibition above about 13%, passing the limit was not always enough;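 also: 0% = enzyme with probe and DMSO and 100% = no enzyme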
MT1-MMP act inh: blockers of MT1-MMP proenzyme processing, primary screen, HT1080 RFP-PRO-GFP cells, GFP/RFP fluorescence; AID 651647, 2012; Matrix metalloproteinase-14 (Homo sapiens), P50281; GFP/RFP ratio fluorescence, overnight; percent of plate control window, DMSO zero; GFP/RFP ratio change, % at 20 µM; actives 0.061% (n = 360,000);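 active = GFP/RFP ratio change of at least 30% with cell ATP level not reduced by more than half and red fluorescence within 50% of control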; also: strong numbers were not always called active
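Material – HT1080 RFP-PRO-GFP cells · Control set – DMSO wells and RFP-L50D-GFP cells · Incubation – overnight cell settling, then overnight compound exposure, 37 °C, 5% CO2 · Compound dosing – single-point 20 µM compound, 1% DMSO · Read-out – GFP/RFP fluorescence ratio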
Rpn11 block: Rpn11 (PSMD14) deubiquitinase inhibitors, primary screen, biochemical, fluorescence polarization, uHTS. calls only at 20 µM. 26S proteasome non-ATPase regulatory subunit 14 (Homo sapiens), O00487. AID 588493, 2011. human 26S proteasome, Ub4-pepOG fluorescence polarization; 20S core pre-blocked with epoxomicin. actives 0.59% (n = 360,000);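 active = inhibition at 20 µM, scaled to each plate's controls, above about 33%, limit read from the data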
The depositor's hits bear a star; i = inactive; x = not tested or not shown; + = active, no number.

Sample of the layout:
1: COc1cccc(CN(C)CC(=O)NNC(=O)c2ccc(Cl)cc2)c1
2: CCC(=O)N(C)C[C@@H]1Oc2ncc(Br)cc2C(=O)N([C@H](C)CO)C[C@H]1C

| screen / no. | 1 | 2 |
| --- | --- | --- |
| Rin1 Abl inh | 3 | 2 |
| bovine MsrA act | -8 | -1 |
| FAS TE block | -10 | -3 |
| MsrA inhibitor | 0.0 | -0.1 |
| CSN deneddyl inh | -13 | 2 |
| MLLE-PAM2 inh | -4 | 5 |
| E coli Lon inh | 1 | 1 |
| MT1-MMP act inh | 3 | -2 |
| Rpn11 block | i | i |

The list itself, from the first entry:
1: COc1cccc(CN(C)CC(=O)NNC(=O)c2ccc(Cl)cc2)c1
2: CCC(=O)N(C)C[C@@H]1Oc2ncc(Br)cc2C(=O)N([C@H](C)CO)C[C@H]1C
3: CC(=O)c1sc(N/N=C/c2ccc(C(C)C)cc2)nc1C
4: CCCCOCCCNC(=O)C[C@@H]1C[C@@]2(C(=O)OC)CCCCC=C2N(Cc2ccc(Cl)cc2Cl)C1=O
5: CC(CNC(=O)c1ccc(OC2CCN(Cc3ccccn3)CC2)cc1)Oc1cccnc1 (configuration not stated)
6: COc1ccccc1OCCC(=O)OCC(=O)Nc1ccc2c(c1)OCCO2
7: NS(=O)(=O)c1cccc(NC(=O)CSc2nnc(NC3CC3)s2)c1
8: O=C(Nc1ccccc1C(F)(F)F)c1c(F)cccc1Cl
9: Cc1ccc(NC(=S)c2ccc(N(C)C)cc2)cc1
10: CN(C)C(CNC(=O)c1cccc(S(=O)(=O)Nc2ccc(SC(F)F)cc2)c1)c1ccccc1 (configuration not stated)

| screen / no. | 1 | 2 | 3 | 4 | 5 | 6 | 7 | 8 | 9 | 10 |
| --- | --- | --- | --- | --- | --- | --- | --- | --- | --- | --- |
| Rin1 Abl inh | 3 | 2 | -3 | x | 1 | 0 | 2 | 4 | 0 | 2 |
| bovine MsrA act | -8 | -1 | -4 | -2 | -7 | -4 | -1 | -2 | -4 | -2 |
| FAS TE block | -10 | -3 | 58* | 17 | -6 | -3 | -6 | -5 | 5 | -1 |
| MsrA inhibitor | 0.0 | -0.1 | -0.5 | 0.4 | -0.1 | -0.6 | 0.2 | 0.5 | 0.9 | 1.4 |
| CSN deneddyl inh | -13 | 2 | 10 | 0 | -3 | -1 | -1 | -2 | 0 | 6 |
| MLLE-PAM2 inh | -4 | 5 | -47 | x | -13 | -3 | -1 | 4 | 11 | 25 |
| E coli Lon inh | 1 | 1 | -30 | -3 | 1 | -5 | -1 | 4 | 0 | -10 |
| MT1-MMP act inh | 3 | -2 | -6 | -6 | 1 | 5 | 4 | -1 | 4 | 1 |
| Rpn11 block | i | i | + | x | i | i | i | i | i | i |

For convenience, part of the list above.
1: COc1cccc(CN(C)CC(=O)NNC(=O)c2ccc(Cl)cc2)c1
2: CCC(=O)N(C)C[C@@H]1Oc2ncc(Br)cc2C(=O)N([C@H](C)CO)C[C@H]1C
3: CC(=O)c1sc(N/N=C/c2ccc(C(C)C)cc2)nc1C
4: CCCCOCCCNC(=O)C[C@@H]1C[C@@]2(C(=O)OC)CCCCC=C2N(Cc2ccc(Cl)cc2Cl)C1=O
5: CC(CNC(=O)c1ccc(OC2CCN(Cc3ccccn3)CC2)cc1)Oc1cccnc1 (configuration not stated)
6: COc1ccccc1OCCC(=O)OCC(=O)Nc1ccc2c(c1)OCCO2

| screen / no. | 1 | 2 | 3 | 4 | 5 | 6 |
| --- | --- | --- | --- | --- | --- | --- |
| Rin1 Abl inh | 3 | 2 | -3 | x | 1 | 0 |
| bovine MsrA act | -8 | -1 | -4 | -2 | -7 | -4 |
| FAS TE block | -10 | -3 | 58* | 17 | -6 | -3 |
| MsrA inhibitor | 0.0 | -0.1 | -0.5 | 0.4 | -0.1 | -0.6 |
| CSN deneddyl inh | -13 | 2 | 10 | 0 | -3 | -1 |
| MLLE-PAM2 inh | -4 | 5 | -47 | x | -13 | -3 |
| E coli Lon inh | 1 | 1 | -30 | -3 | 1 | -5 |
| MT1-MMP act inh | 3 | -2 | -6 | -6 | 1 | 5 |
| Rpn11 block | i | i | + | x | i | i |

The list continues.
11: Fc1ccc(C(CCNCc2ccccn2)c2ccc(Cl)cc2)cc1 (configuration not stated)
12: CCOC(=O)C1=C(CNCCOc2ccc(OC)cc2)NC(=O)NC1c1ccc2c(c1)OCO2 (configuration not stated)
13: Cc1nc(N2CCN(c3ccccn3)CC2)c2c(C)c(C(=O)N3CCN(c4ccc(F)cc4)CC3)sc2n1
14: CN(C)S(=O)(=O)c1ccc(C(=O)OCC(=O)c2ccc3c(c2)NC(=O)CO3)cc1
15: CCOCCCNCc1ccc(OC)cc1
16: Cc1cc(NC(=O)COC(=O)c2cc([N+](=O)[O-])ccc2N2CCOCC2)ccc1Br
17: CN(CC(=O)NC(=O)NCc1ccccc1)CC(=O)Nc1ccc(Cl)c(Cl)c1
18: CCOC(=O)c1[nH]c2ccccc2c1NC(=O)CCN1CCN(C(=O)OCC)CC1
19: Cc1ccc(S(=O)(=O)NCCC(=O)NC(C)CCc2ccccc2)cc1 (configuration not stated)
20: CCN(CC)CCn1c2c(c(SCC(=O)NCc3ccccc3)nc1=O)CCC2
21: Cc1c(CCOC(=O)C23CC4CC(CC(C4)C2)C3)sc[n+]1Cc1ccccc1
22: COC(=O)c1ccc(C23CC4(C2)[C@H](CN(C)[C@@H]4c2ccccc2)C3c2ccccc2)cc1 (some centres not stated)
23: Cc1ccc(F)cc1NC(=O)c1ccc(NS(=O)(=O)c2ccc(Br)s2)cc1

| screen / no. | 11 | 12 | 13 | 14 | 15 | 16 | 17 | 18 | 19 | 20 | 21 | 22 | 23 |
| --- | --- | --- | --- | --- | --- | --- | --- | --- | --- | --- | --- | --- | --- |
| Rin1 Abl inh | 4 | 0 | 1 | -1 | -3 | -4 | -1 | 0 | 0 | 1 | -1 | 3 | -1 |
| bovine MsrA act | -1 | -4 | -7 | -14 | -7 | -1 | -1 | -1 | 1 | 0 | -4 | -2 | -5 |
| FAS TE block | 1 | 0 | 2 | -4 | -6 | 79* | 40 | -10 | -2 | -4 | -6 | 35 | 7 |
| MsrA inhibitor | x | -0.6 | 0.1 | -1.1 | -0.2 | 0.1 | 0.5 | -0.9 | -0.3 | -0.2 | -1.1 | -0.5 | 0.5 |
| CSN deneddyl inh | -2 | -14 | 6 | 4 | -1 | -3 | -7 | 5 | 5 | -7 | 1 | 6 | 0 |
| MLLE-PAM2 inh | 3 | -7 | -8 | 2 | -7 | -35 | -9 | -12 | 5 | 6 | 8 | -17 | 8 |
| E coli Lon inh | 7 | -10 | 10 | -11 | -1 | -1 | 4 | -3 | -4 | -18 | -7 | -4 | -7 |
| MT1-MMP act inh | 11 | 1 | -3 | 7 | 0 | -6 | -3 | 10 | 0 | -4 | 3 | 3 | 6 |
| Rpn11 block | i | i | i | i | i | i | i | i | i | i | i | i | i |
